Compound activity from PubChem BioAssay.
NALP3 yeast inh: blocks the NALP3 inflammasome reconstituted in yeast; Yeast reconstituted NLRP3/ASC/caspase-1, beta-gal luminescence, 24 h; inhibition, % at 10 µM; hit rate 0.39% among 330,000;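 active = inhibition of 50% or more; inactive = inhibition below 50%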;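 note: plate controls were induced DMSO wells for no effect and uninduced yeast grown without galactose for full effect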
PfG6PD inh: PfG6PD (Plasmodium falciparum) enzyme inhibition. hit rate 0.78% among 350,000. PfGluPho enzyme, NADPH resazurin-diaphorase fluorescence. inhibition, % at 20 µM;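 active = inhibition reaching at least a set limit at 20 µM in the primary screen, cut at about 59% in these data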;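 note: 0% = DMSO wells with substrate and 100% = DMSO wells lacking glucose-6-phosphate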
Apaf-1 inh: blocks human Apaf-1 apoptosome activity; AID 489030; inhibition, % at 20 µM; hit rate 0.71% among 330,000; reconstituted apoptosome caspase-3 activity, DEVD-Rh110 fluorescence; O14727; active = inhibition of at least 40% at 20 µM;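 note: plate controls were DMSO wells for no effect and DEVD-CHO caspase inhibitor wells for full effect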
Target sequence (O14727 whole entry, looked up): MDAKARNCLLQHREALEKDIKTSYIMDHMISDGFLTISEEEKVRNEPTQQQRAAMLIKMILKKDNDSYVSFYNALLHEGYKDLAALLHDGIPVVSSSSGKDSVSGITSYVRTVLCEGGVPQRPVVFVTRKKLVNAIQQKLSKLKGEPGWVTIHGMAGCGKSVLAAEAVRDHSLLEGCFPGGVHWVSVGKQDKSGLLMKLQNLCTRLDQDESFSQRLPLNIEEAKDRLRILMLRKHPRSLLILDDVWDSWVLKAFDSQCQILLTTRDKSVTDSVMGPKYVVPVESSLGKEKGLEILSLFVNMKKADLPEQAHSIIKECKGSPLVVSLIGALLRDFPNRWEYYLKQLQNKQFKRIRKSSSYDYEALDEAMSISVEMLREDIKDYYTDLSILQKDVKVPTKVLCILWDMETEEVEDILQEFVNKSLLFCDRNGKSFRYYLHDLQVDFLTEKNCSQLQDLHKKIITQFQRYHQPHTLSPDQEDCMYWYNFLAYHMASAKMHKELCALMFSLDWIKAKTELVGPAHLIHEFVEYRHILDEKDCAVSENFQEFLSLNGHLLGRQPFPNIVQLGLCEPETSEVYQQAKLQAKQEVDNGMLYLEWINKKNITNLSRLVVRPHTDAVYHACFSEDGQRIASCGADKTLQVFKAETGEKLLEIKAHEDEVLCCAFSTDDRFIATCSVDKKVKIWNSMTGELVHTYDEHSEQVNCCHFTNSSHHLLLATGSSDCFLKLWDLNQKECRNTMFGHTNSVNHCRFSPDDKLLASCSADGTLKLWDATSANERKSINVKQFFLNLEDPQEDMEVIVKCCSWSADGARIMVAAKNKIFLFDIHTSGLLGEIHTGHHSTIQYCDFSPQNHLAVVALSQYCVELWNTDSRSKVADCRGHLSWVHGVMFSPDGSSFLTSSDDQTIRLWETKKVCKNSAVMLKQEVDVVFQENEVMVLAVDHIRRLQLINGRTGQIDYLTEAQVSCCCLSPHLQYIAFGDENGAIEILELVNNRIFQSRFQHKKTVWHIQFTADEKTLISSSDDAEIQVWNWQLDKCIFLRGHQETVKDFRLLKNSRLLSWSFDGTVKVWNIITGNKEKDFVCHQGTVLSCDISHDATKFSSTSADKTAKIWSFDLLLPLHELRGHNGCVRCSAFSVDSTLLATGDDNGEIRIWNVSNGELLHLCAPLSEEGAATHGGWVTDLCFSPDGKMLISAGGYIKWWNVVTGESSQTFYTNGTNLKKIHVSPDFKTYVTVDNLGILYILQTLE
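Assay system – apoptosome proteins · Medium – Hepes buffer, pH 7.5 · Also added – cytochrome c with DEVD-Rh110 · Timing – 30 min compound preincubation, 50 min activation, room temperature · Detection – Rh110 fluorescence, excitation 480 nm, emission 540 nm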
SENP7 block: SENP7 protease inhibition | Q9BQF6 | recombinant SENP7, Z-RLRGG-aminoluciferin luminescence, 40 min | inhibition, % at 5 µM | hit rate 1.5% among 330,000;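 active = inhibition above about 50% at the single test dose, limit read from the data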;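 note: plate controls were DMSO with enzyme for no effect and no enzyme buffer wells for full effect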
SENP1 inh: inhibitors of human SENP1 SUMO protease catalytic domain. AID 624204. hit rate 0.21% among 360,000. recombinant SENP1 catalytic domain, CyPet-SUMO1-YPet FRET cleavage. Q9P0U3. inhibition, % at 10 µM;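 active = inhibition at least 30% at 10 µM, raw YFP signal under a set limit, fluorescence ratio 0.5 to 1.5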;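 note: 0% = enzyme with DMSO and 100% = no enzyme wells; some results filed as inactive read as strong as hits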
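Controls: no-enzyme wells low, DMSO-plus-enzyme wells high control. Test system: human recombinant His6-tagged SENP1 catalytic domain enzyme. Reagent: SFCypet-SUMO1-SFYpet FRET protein substrate, 25 nM final. Doses: one dose per compound, 10 µM, 0.5% DMSO. Detection: FRET, CFP and YFP emission. Timing: 50 min reaction at room temperature.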
HKDC1 inh: inhibitors of human hexokinase HKDC1. Q2TB90. recombinant HKDC1, G6PDH/diaphorase resazurin coupled fluorescence. inhibition, % at 20 µM. hit rate 0.16% among 340,000. AID 493160;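 active = inhibition above about 35% when tested at 20 µM, limit read from the data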;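 note: plate controls were DMSO wells with enzyme for no effect and DMSO wells lacking enzyme for full effect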
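Assay system: in-house recombinant HK5 (HKDC1) enzyme. Input: HKDC1 at 5 µg/mL. Medium: Tris pH 8.0 buffer with MgCl2, Tween-20, BSA, BME. Dosing: single 20 µM dose. Schedule: 90 min reaction incubation at room temperature, dark. Signal: resazurin-to-resorufin fluorescence via G6PDH and diaphorase coupling, 525/613 nm. Controls: DMSO-enzyme wells negative, buffer-substituted wells positive.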
SENP6 inh: inhibitors of human SENP6 protease. AID 2599. inhibition, % at 10 µM. hit rate 1.8% among 330,000. Recombinant SENP6 catalytic domain, aminoluciferin luminescence. Q9GZR1;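 active = inhibition above about 50% at the single tested dose, limit read from the data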;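 note: plate controls were DMSO wells with enzyme for no effect and DMSO wells lacking enzyme for full effect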
SENP8 block-1: blocks human SENP8 cleavage of Nedd8 substrate; hit rate 0.64% among 360,000; AID 602440; inhibition, % at 20 µM; recombinant SENP8, Nedd8 substrate fluorescence; Q96LD8; in the data active = inhibition mostly above about 40%, no sharp cut-off; inactive = mostly below about 27%
SENP8 block-2: SENP8 protease inhibition | Q96LD8 | purified SENP8, Z-RLRGG-aminoluciferin cleavage, luminescence | inhibition, % at 10 µM | hit rate 1.2% among 330,000 | AID 2540; in the data active = inhibition above about 50%
* hit, by the source's call; x = no result given.

item | Structure | NALP3 yeast inh | PfG6PD inh | Apaf-1 inh | SENP7 block | SENP1 inh
1 | COC1=CC(=O)OC(C)(c2ccccc2)C1 (stereo not given) | x | 2 | x | x | 0
2 | CCn1cc(C(=O)NC(=S)Nc2ccccc2Br)cn1 | 24 | 23 | -2 | -6 | 4
3 | CCCNC(=O)c1cc(-c2ccc(Br)cc2)on1 | 8 | -5 | 8 | -5 | -1
4 | COC(=O)C/C=C/[C@@H](C)[C@@H](/C=N/O[C@H](C)c1cn([C@@H]2COC[C@H]2O)nn1)NS(=O)(=O)c1ccc(C)cc1 | 4 | x | 7 | 6 | x
5 | Cc1ccc(/C=C/C(=O)NCCCn2ccnc2)cc1 | 14 | 4 | 1 | -3 | 1
6 | COc1ccc(CNC(=O)COc2ccc(C)nc2[N+](=O)[O-])cc1 | 14 | 1 | 0 | -6 | 2
7 | CC(C)c1ccc(CN(C(=O)c2ccco2)C2CCS(=O)(=O)C2)cc1 (stereo not given) | 5 | 11 | 4 | -5 | 2
8 | COc1ccccc1Cn1c(=S)[nH]c2cc(C(=O)N3CCN(C)CC3)ccc2c1=O | 2 | 1 | -13 | -2 | -1
9 | COc1ccc(OCC(O)CNC(=O)Nc2cc(C)cc(C)c2)cc1 (stereo not given) | 14 | 2 | -10 | 2 | -1
10 | CNc1c([N+](=O)[O-])cnn1-c1ccc(C)cc1 | 7 | -6 | 3 | 2 | 2
11 | CCOc1ccc2[nH]c(=O)c(C(c3nnnn3Cc3ccco3)N3CCN(C)CC3)cc2c1 (stereo not given) | 7 | 7 | 5 | -10 | -20
12 | O=C(O)c1ccc(NS(=O)(=O)c2ccc(Cl)c(C(=O)Nc3ccccc3)c2)cc1 | -3 | -33 | 18 | -10 | -1

item | HKDC1 inh | SENP6 inh | SENP8 block-1 | SENP8 block-2
1 | -4 | x | 9 | x
2 | -4 | 0 | -1 | 2
3 | -2 | -12 | 14 | -4
4 | x | -6 | x | -4
5 | -12 | -15 | 8 | -3
6 | -4 | -9 | 3 | -12
7 | -4 | -17 | 24 | 8
8 | 1 | 1 | 6 | -14
9 | -4 | -4 | 4 | 8
10 | -10 | 6 | 13 | 4
11 | -5 | -9 | -399 | -10
12 | -5 | 1 | -2 | -13

Going on with the list.
item | Structure | NALP3 yeast inh | PfG6PD inh | Apaf-1 inh | SENP7 block | SENP1 inh
13 | OC(CNCCc1ccc(Cl)cc1)COCc1ccco1 (stereo not given) | 20 | -4 | -15 | 9 | -6
14 | CCN1C(=O)N(S(=O)(=O)c2ccc(C)cc2)[C@@H](c2ccccc2)C(C(=O)OC)=C1C | -2 | 3 | 27 | 7 | 3
15 | CCN(CC)C(=O)CSc1nc2ccccc2c(=O)n1CC1CCCCC1 | 29 | 8 | 22 | -12 | -1
16 | Cc1cc(C)cc(OCC(=O)Nc2ccc3c4c(cccc24)CC3)c1 | 3 | 12 | 3 | 7 | -7
17 | CCOC(=O)C1CCN(S(=O)(=O)c2ccc(NC(=O)c3ccco3)cc2)CC1 | 1 | 9 | 10 | -4 | -2
18 | Cc1cccc(C(C(=O)NC2CCCCC2)N(C(=O)c2csnn2)C2CC2)c1 (stereo not given) | 23 | -14 | 9 | 4 | 1
19 | CCN(CC(=O)NC1CCS(=O)(=O)C1)S(=O)(=O)c1ccc2ccccc2c1 (stereo not given) | -6 | -14 | -5 | -3 | 3
20 | COc1ccc(C2OC(=O)CC2C(=O)NCc2ccc(Cl)cc2)cc1OC (stereo not given) | 1 | 2 | -12 | 9 | 2
21 | CCOC(=O)C1=C(CSc2nc(C)cc(C)c2C#N)OC(N)=C(C#N)C1c1cccs1 (stereo not given) | 18 | -3 | 1 | 0 | x
22 | CCOc1ccc(/C(O)=C2/C(=O)C(=O)N(c3nc(C)c(C)s3)C2c2ccco2)cc1 (stereo not given) | -1 | -8 | 9 | -10 | -23
23 | COC(=O)CCCC1=CC2=CC(=O)C(C)(OC(=O)c3cccs3)C(=O)C2=CN1C1CCCCC1 (stereo not given) | 17 | 37 | 29 | -6 | -9
24 | Cc1ccccc1S(=O)(=O)Cc1ccc(C(=O)N2CCN(C3CCCCC3)CC2)o1 | 19 | 5 | 3 | -2 | 0

item | HKDC1 inh | SENP6 inh | SENP8 block-1 | SENP8 block-2
13 | -7 | 5 | 3 | 5
14 | 2 | 4 | 15 | 6
15 | -5 | -16 | -10 | -10
16 | 0 | 9 | 4 | -1
17 | 1 | -3 | 12 | 0
18 | -5 | -12 | 16 | 3
19 | 5 | 9 | 0 | 2
20 | -4 | 13 | 3 | -3
21 | 8 | -9 | x | -4
22 | 14 | -2 | -98 | 5
23 | 16 | 4 | 27 | 5
24 | 0 | -3 | 3 | -9

The list continues:
item | Structure | NALP3 yeast inh | PfG6PD inh | Apaf-1 inh | SENP7 block | SENP1 inh
25 | FC(F)(F)C(Oc1nc(Nc2ccc(Cl)cc2)nc(N2CCOCC2)n1)C(F)(F)F | 15 | 6 | 1 | 0 | 1
26 | CCCC(=O)Nc1nc2ccc3nc(C)sc3c2s1 | 7 | 3 | 4 | 6 | -4
27 | Cc1ccccc1N/C=C/C(=C(C#N)C#N)N(C)C | 3 | 9 | -20 | -6 | -2
28 | COCCOC(=O)C1=C(C)NC(=O)NC1c1ccco1 (stereo not given) | 6 | -10 | -19 | 4 | 0
29 | O=C(NC(=S)NCC1CCCO1)c1ccc(Br)o1 (stereo not given) | 17 | -4 | -9 | 5 | 0
30 | COc1ccccc1NS(=O)(=O)c1ccc(O)c(C(N)=O)c1 | -9 | -21 | -6 | -2 | 2
31 | CN(C)CCN1C(=O)c2oc3ccc(F)cc3c(=O)c2C1c1ccncc1 (stereo not given) | 12 | 13 | 0 | 3 | 2
32 | Cc1ccc(C(=O)CC2(O)C(=O)N(CN3CCOCC3)c3ccccc32)cc1 (stereo not given) | 15 | 0 | -12 | -5 | 1
33 | CCc1ccc(-c2nc(C)c(CCO)c(=O)[nH]2)cc1 | 1 | -1 | 11 | 9 | 2
34 | OCCN1CCN(CC#CCC(c2ccccc2)c2ccccc2)CC1 | -4 | 2 | -18 | 0 | -3
35 | CCc1ccc(CCC(=O)Nc2sc(C)c(C)c2C(=O)OC)o1 | 5 | 14 | 15 | -12 | -3
36 | O=C(Cn1nc(-c2ccc(Cl)cc2)ccc1=O)NCCCN1CCN(Cc2ccccc2)CC1 | -4 | -4 | 17 | -1 | 0

item | HKDC1 inh | SENP6 inh | SENP8 block-1 | SENP8 block-2
25 | -4 | 11 | 9 | 4
26 | -1 | -4 | 15 | -3
27 | -11 | -2 | 2 | -6
28 | 1 | -2 | -4 | 7
29 | -6 | -6 | 2 | 3
30 | -3 | -2 | -178 | -13
31 | -4 | -10 | -14 | 3
32 | -5 | 6 | 4 | 5
33 | -4 | 8 | 12 | -3
34 | 0 | -24 | 21 | -6
35 | -13 | -14 | -8 | 0
36 | -7 | -20 | 13 | -10

Next part.
item | Structure | NALP3 yeast inh | PfG6PD inh | Apaf-1 inh | SENP7 block | SENP1 inh
37 | CCOC(=O)C1=C(C)N=c2s/c(=C/c3cccc([N+](=O)[O-])c3O)c(=O)n2C1c1ccc(OC)cc1OC (stereo not given) | 24 | 29 | 22 | 4 | 3
38 | CC(C)N(Cc1nccn1C)C(=O)c1cc(COc2cccc(C(F)(F)F)c2)on1 | 12 | -5 | 7 | 2 | 3
39 | Cn1c(=O)c2ncn(CC(=O)NCCOc3ccc(C(C)(C)C)cc3)c2n(C)c1=O | x | 11 | x | x | 0
40 | CCOc1ccc2[nH]c(=O)c(CN(CCCN3CCOCC3)C(=O)Nc3ccc(F)cc3)cc2c1 | x | -3 | x | x | 1
41 | c1ccc(-c2cc3cc4c(cc3cn2)OCO4)cc1 | 55* | 38 | 22 | 90* | -3
42 | COc1ccc(C(=O)CSc2cc(C)nc(SCC(=O)c3ccc(C)cc3)n2)cc1 | -10 | -9 | 14 | 3 | 2
43 | COCC(=O)N(Cc1cc2ccccc2[nH]c1=O)c1ccccc1OC | -12 | 0 | -9 | 1 | 0
44 | CC(C)c1ccc(NC(=O)N2CCN(S(=O)(=O)c3ccccc3)CC2)cc1 | 18 | 21 | 5 | 5 | 1
45 | CC(=O)Nc1nonc1-c1nc2ccccc2n1Cc1ccccc1 | -23 | 14 | -20 | -8 | -16
46 | COC(=O)c1ccccc1NC(=O)N1CCN(c2ccccc2)CC1 | -10 | -6 | 1 | -7 | 0
47 | Cc1cc(C(=O)CCl)c(C)n1CCc1ccc(F)cc1 | -86 | -7 | 1 | -2 | -6
48 | O=C(O)C1(Nc2ccc([N+](=O)[O-])cc2[N+](=O)[O-])CCCC1 | x | -3 | x | x | 2

item | HKDC1 inh | SENP6 inh | SENP8 block-1 | SENP8 block-2
37 | 11 | 7 | 35 | 7
38 | -3 | 4 | 2 | -4
39 | 0 | x | 18 | x
40 | -8 | x | 14 | x
41 | 12 | 86* | -24 | 80*
42 | -10 | 12 | 15 | -1
43 | -10 | -17 | -26 | 1
44 | -4 | 1 | 12 | -4
45 | 1 | -2 | -288 | -3
46 | -6 | 0 | 0 | 4
47 | 28 | -11 | 5 | -7
48 | -2 | x | 26 | x

Going on with the list.
item | Structure | NALP3 yeast inh | PfG6PD inh | Apaf-1 inh | SENP7 block | SENP1 inh
49 | COc1cccc(C(=O)N2CCN(Cc3ccco3)CC2)c1OC | -9 | -13 | 1 | 6 | 2
50 | COc1cc2cc(CCOC(=O)c3ccc(F)cc3)oc(=O)c2cc1OC | 26 | 26 | 12 | 8 | 0
51 | Cc1cc(C(F)F)n2nc(C(=O)Nc3ccc(S(=O)(=O)N4CCCC4)cc3)nc2n1 | 16 | -7 | 2 | -1 | 3
52 | C1CCC(n2nnnc2CN2CCN(C3CCCC3)CC2)CC1 | 4 | 1 | -5 | -4 | 2
53 | CC(C)(C)n1nnnc1C(c1cccc(C#N)c1)N1CCN2CCCC2C1 (stereo not given) | 5 | -2 | 3 | 8 | -2
54 | CCOc1ccc(NC(=O)Cc2ccc(NC3=NC4CS(=O)(=O)CC4S3)cc2)cc1 (stereo not given) | 6 | 2 | -9 | -2 | 3
55 | CCCC[C@@H]1C=C(C(=O)O)[C@H](c2ccc(Cl)cc2)N1S(=O)(=O)c1ccc(C)cc1 | 0 | -18 | 21 | -11 | 0
56 | CCc1ccc[n+](-c2[nH]c(=O)sc2/C=N/N=C(\[O-])CCn2c3ccccc3c3ccccc32)c1 | 24 | -8 | 1 | -4 | 5

item | HKDC1 inh | SENP6 inh | SENP8 block-1 | SENP8 block-2
49 | -1 | -4 | 18 | 8
50 | -7 | 14 | -3 | -8
51 | 6 | -15 | -363 | -2
52 | -5 | 0 | 30 | -4
53 | -11 | -1 | 14 | 0
54 | -5 | -10 | -1 | 5
55 | 6 | -16 | 9 | -9
56 | -2 | 2 | 37 | -1
